# Compound activity (PubChem BioAssay)
# EphA4 KYL inhibition: inhibitors of EphA4 binding to KYL peptide, primary screen, biochemical, colorimetric, mouse EphA4 (AID 689); EphA4-AP binding to KYL peptide, pNPP A405; higher % means a stronger effect; one-dose inhibition, % at 10 µM; IC50 in µM for titrated hits; 0.1% of 62,000 active; in the data active means a potency from the dose series; inactive means the rest, 99 in 100 with inhibition below about 22%
# Active calls of the source: *; & = joins results of further samples. A portion of the library (hit frequency here may not be typical).
EphA4 KYL inhibition,smiles
-6.2%,COc1ccc(S(=O)(=O)c2ccc(OC)c(OC)c2)cc1OC
3.0%,O=C(Nc1ccc(Cl)c(Cl)c1)c1cc(Br)ccc1Cl
-4.9%,Cc1ccc(N=CC2=C(O)CC(c3ccco3)CC2=O)cc1 (centres undefined)
-2.1%,O=C(NCCCN1CCOCC1)c1ccc(CNS(=O)(=O)c2ccc(F)cc2)cc1
-17.5%,CC(=O)C1C(=O)c2c(cccc2[N+](=O)[O-])C1=Nc1ccccc1C (centres undefined)
1.8%,Cc1ccc(CNC(=O)c2ccc(NS(=O)(=O)c3c(C)noc3C)cc2)cc1
-12.6%,Cc1ccnc(NC(=O)c2cccs2)c1
-12.7%,Cc1ccc(C(=O)c2oc3nc(C)cc(C)c3c2N)cc1
-9.3%,O=C(NCC1CCCO1)c1onc(CSc2ccc(F)c(F)c2)c1C(=O)O (centres undefined)
-10.8%,CCC(C)(C)C(=O)Nc1ncc(S(=O)(=O)c2ccc([N+](=O)[O-])cc2)s1
-2.2%,COc1cc(CNCCCN2CCOCC2)cc(Br)c1OCC(=O)N1CCCCC1
-4.2%,O=C(Nc1ccccc1)c1cccc(S(=O)(=O)N2CCCCC2)c1
-0.3%,Cc1ccccc1-n1nc2c(c1NC(=O)COc1ccc(Cl)cc1)CS(=O)C2 (centres undefined)
-3.2%,COc1cccc(C2C3=C(CC(C)(C)CC3=O)OC(N)=C2[N+](=O)[O-])c1 (centres undefined)
-10.2%,CC1CCN(Cc2ccc(NC(=O)CC3Oc4ccccc4NC3=O)cc2)CC1 (centres undefined)
-10.5%,CCCCCC/C(=N/O)c1ccccn1
-0.3%,CC(Oc1ccccc1)C(=O)OCC(=O)NC(=O)NCc1ccco1 (centres undefined)
7.0%,Cc1cc(C)c2nc(N3CCCC(C(=O)N4CCC(C(N)=O)CC4)C3)sc2c1 (centres undefined)
-29.6%,CCOCC(=O)Nc1c(C(=O)OCC)oc2ccccc12
-9.5%,O=[N+]([O-])c1ccc(N2CCN(S(=O)(=O)c3ccccc3)CC2)c(Cl)c1

# Another view of part of the listing above:
COc1ccc(S(=O)(=O)c2ccc(OC)c(OC)c2)cc1OC
  EphA4 KYL inhibition: -6.2%
Cc1cc(C)c2nc(N3CCCC(C(=O)N4CCC(C(N)=O)CC4)C3)sc2c1 (centres undefined)
  EphA4 KYL inhibition: 7.0%
CCC(C)(C)C(=O)Nc1ncc(S(=O)(=O)c2ccc([N+](=O)[O-])cc2)s1
  EphA4 KYL inhibition: -10.8%
Cc1ccnc(NC(=O)c2cccs2)c1
  EphA4 KYL inhibition: -12.6%

# A different layout for three compounds above.
Molecule,EphA4 KYL inhibition
CCC(C)(C)C(=O)Nc1ncc(S(=O)(=O)c2ccc([N+](=O)[O-])cc2)s1,-10.8%
COc1cc(CNCCCN2CCOCC2)cc(Br)c1OCC(=O)N1CCCCC1,-2.2%
O=C(Nc1ccccc1)c1cccc(S(=O)(=O)N2CCCCC2)c1,-4.2%

# Later entries
EphA4 KYL inhibition,smiles
-4.9%,CC(C)N(Cc1ccccc1)C(=O)CCCOc1ccc(Cl)cc1Cl
-4.0%,CSc1nc(Oc2ccc(=O)[nH]n2)nc(N(C)C)n1
-9.2%,COC(=O)c1[nH]c2ccccc2c1NC(=O)C(C)N1CCN(C(=O)c2ccco2)CC1 (centres undefined)
-2.8%,COc1ccc(S(=O)(=O)Cc2ccc(C(=O)NCc3ccco3)o2)cc1
-5.5%,Cc1cccc(C)c1N1CCN(c2nc(N(C)C)oc(=O)c2C#N)CC1
-5.3%,CCC1CCCCN1C1Sc2ccc(C(=O)OC)cc2NC1=O (centres undefined)
-13.8%,CCCCNC(=O)CCn1c(=S)[nH]c2cc3c(cc2c1=O)OCO3
-6.9%,O=C1COc2ccc(C(=O)CSc3nnc(Cc4cccs4)n3-c3ccccc3)cc2N1
-23.9%,FC(F)(F)c1cc(Cl)c2nc(-c3ccccc3)cn2c1
-6.1%,C=CCOC(=O)Nc1c(C(=O)OC)[nH]c2ccc(Cl)cc12
-6.6%,CN1OC(COC(=O)c2ccc(Cl)cc2Cl)CC1c1ccccc1 (centres undefined)
-15.7%,CN(Cc1ccccc1)c1nc2c(c(=O)[nH]c(=O)n2C)n1Cc1ccccc1
-2.4%,COC(=O)CNC(=O)CCCCC(=O)NCC(=O)OC
-10.3%,COc1ccc(C2C/C(=N\O)C(C)(C)O2)cc1 (centres undefined)
30.6%&-27.0%,CCOc1ccc(C(=O)Nc2cc(-c3nc4ccccc4[nH]3)ccc2C)cc1[N+](=O)[O-]
-4.0%,Cc1ccc(NC(=O)OCC2c3ccccc3-c3ccccc32)cc1
10.7%,COc1cccc(OCCOc2cccc(/C=C3/SC(=S)NC3=O)c2)c1
-5.3%,FC(F)(F)c1cc(Oc2ccccc2Cl)nc(-c2ccccn2)n1
-8.0%,O=C(C1CCN(S(=O)(=O)N2CCOCC2)CC1)N1CCN(Cc2ccc3c(c2)OCO3)CC1
-6.3%,O=S(=O)(NCCOc1ccc(F)cc1)c1ccc2c(c1)OCCO2
-20.8%,CCOC(=O)N1CCN(C(=O)CSc2ccccc2)CC1
-0.7%,O=C(NCC1CCCO1)c1c(O)c2c([nH]c1=O)CCCC2 (centres undefined)
-7.0%,CN(CC(=O)Nc1ccccc1C(=O)N1CCCC1)S(=O)(=O)c1ccc(Br)cc1
7.4%,CCOC(=O)Cc1csc(NC(=O)COc2ccc(N(C)S(=O)(=O)c3cccs3)cc2)n1
-1.9%,O=C(Oc1ccc(Cl)c2cccnc12)N1CCOCC1
8.0%,O=C(Nc1ccc(Cn2cccn2)cc1)c1ccc(COc2cccc(Br)c2)cc1
12.4%,O=C1NC(=O)N(Cc2ccccc2)C(=O)/C1=C/c1cccs1
4.4%,O=C(O)C1CCN(C(=O)NC2CCCCC2)CC1
-4.3%,CCc1cc[n+](-c2nc3ccccc3nc2C(=C=[N-])C#N)cc1
-5.3%,CC(C)P(=O)(c1cccc(C(=O)O)c1)C(C)C
-6.9%,NS(=O)(=O)c1ccc(S(=O)(=O)NCCc2ccccc2)cc1
-16.0%,Cc1cccc(C)c1NC(=O)Nc1cccs1
-7.1%,Cc1cccc(C)c1OCC(O)Cn1ccnc1C (centres undefined)
-7.1%,Cc1ccc(C(=O)Nc2c(C)cc(-c3ccc(Cl)cc3)oc2=O)cc1
31.8%,Cc1cc(C)n2nc(C(=O)OCC(=O)c3cc(C)n(C)c3C)nc2n1
-7.4%,CCOC(=O)Cc1csc(NC(=O)C(C)(C)CC)n1
-1.1%,COc1cc(/C=C2\C(=O)NC(=O)N(c3cc(C)cc(C)c3)C2=O)cc([N+](=O)[O-])c1O
-3.8%,O=C(NCCCN1CCOCC1)c1ccco1
-14.2%,CCOc1ccccc1NC(=O)c1ccc(C)c([N+](=O)[O-])c1
13.6%,Cc1cc(=O)oc2cc(OCc3cc4c(cc3Cl)OCO4)ccc12
-5.0%,Cc1c(NC(=O)C2Cc3ccccc3CN2C(=O)c2ccco2)c(=O)n(-c2ccccc2)n1C (centres undefined)
-5.2%,CCC1S/C(=N\S(=O)(=O)c2cccs2)N(C2CCCCC2)C1=O (centres undefined)
-21.5%,CN(C)S(=O)(=O)N1CCN(C(=O)c2cccc(Br)c2)CC1
-1.3%,O=C(Nc1ccc(Cl)cc1)N(CCCN1CCOCC1)Cc1cccs1
-3.6%,NS(=O)(=O)c1ccc(NS(=O)(=O)/C=C/c2ccccc2)cc1
-4.0%,CCOC(=O)c1nnn(-c2nc(OC)nc(N3CCCCC3)n2)c1-c1ccccc1
-29.1%,CCn1c2ccccc2c2cc(C3C(C#N)=C(N)OC4=C3C(=O)CC(C)(C)C4)ccc21 (centres undefined)
-15.9%,c1ccc(NC(=NCc2ccco2)c2ccccc2)cc1
7.5%,c1ccc(-c2ncc(CSc3nncn3-c3ccccc3)s2)cc1
-19.3%,Cc1ccc(C)c(CSc2nnc([C@@H](N)C(C)C)o2)c1
-4.3%,COCCCNC(c1ccccc1)c1ccncc1 (centres undefined)
-5.3%,Cc1nc2c(-c3ccc(F)cc3)c(C)nn2c(C)c1CCC(=O)N1CCOCC1
-6.6%,CSc1ccccc1NC(=O)CSCc1ccc(Br)cc1
9.4%,CCOC(=O)c1ncn2c1C(=O)OC2(C)C
-10.5%,COc1ccc(-c2nnc3sc(CCN4C(=O)c5ccccc5C4=O)nn23)cc1
-18.1%,O=C(Sc1nnc(-c2cccc(Br)c2)o1)c1ccc([N+](=O)[O-])cc1
-4.7%,COc1cc(C)c(N(C(C)=O)c2ccccc2)c(C)c1
11.8%,O=C(Nc1nnc(C2CC2)o1)c1ccc(S(=O)(=O)N2CCCc3ccccc32)cc1
-5.7%,Cc1nn(CC(=O)NCCc2ccccc2)c(=O)c2ccccc12
14.7%,CCCCOC(=O)c1ccc(NC(=O)CSCc2n[nH]c(=O)[nH]2)cc1

# Copied from the list:
# `NS(=O)(=O)c1ccc(NS(=O)(=O)/C=C/c2ccccc2)cc1` in EphA4 KYL inhibition → -3.6%
# `O=C(Nc1nnc(C2CC2)o1)c1ccc(S(=O)(=O)N2CCCc3ccccc32)cc1` in EphA4 KYL inhibition → 11.8%
# `Cc1nn(CC(=O)NCCc2ccccc2)c(=O)c2ccccc12` in EphA4 KYL inhibition → -5.7%
# `COc1cc(C)c(N(C(C)=O)c2ccccc2)c(C)c1` in EphA4 KYL inhibition → -4.7%

# (more compounds)
EphA4 KYL inhibition,smiles
-19.1%,O=C(c1ccccc1)N(Cc1ccco1)C1CCS(=O)(=O)C1 (centres undefined)
-1.1%,Cc1nc2ccccc2c(=O)n1NCc1cc(Br)cs1
-0.5%,CN(C)S(=O)(=O)c1cccc(C(=O)Nc2ccc(Cl)cn2)c1
-34.5%,CCCC(=O)NCc1ccc2c(c1)cc(C)n2C
-1.0%,CCSc1ccccc1C(=O)NCc1ccco1
7.2%,COc1cc(/C=C2\SC(=S)N(C(CCC(=O)O)C(=O)O)C2=O)ccc1O (centres undefined)
-2.0%,O=C(Cc1ccccc1)N1N=C(c2cccnc2)CC1(O)C(F)(F)F (centres undefined)
0.3%,COc1ccc(-c2nc(CSCC(=O)NC3CCCc4ccccc43)c(C)o2)cc1 (centres undefined)
-0.9%,CCN(CC)c1ccc(NC(=O)CSc2nnc3nc(C)cc(C)n23)cc1
-0.1%,N#CC1=C(SCC(=O)Nc2ccccc2)NC(=O)CC1c1ccc(O)cc1 (centres undefined)
0.2%,COc1ccc(C(=O)c2coc3ccc(O)c(CN4CCCC4)c23)cc1
-7.7%,CC(C)CN1C(=O)c2ccc(C(=O)Nc3ccncc3)cc2C1=O
15.0%,CC(C)C(=O)N(Cc1cc(=O)[nH]c2ccccc12)c1ccccc1
-3.2%,COc1ccccc1-c1nnc2sc(COc3ccccc3)nn12
-10.3%,COc1cccc(OCCCOc2ccccc2C(C)C)c1
-0.1%,CCn1c(SCC(=O)O)nnc1-c1ccccc1
-4.2%,CCCn1c2c(c(O)c(C(=O)Nc3ccccn3)c1=O)CCCC2
-10.3%,COC(/C=C/Nc1ccc(Br)cc1)=C(C#N)C#N
-14.4%,COc1ccccc1C(=O)Oc1ccc(C(C)C)cc1
-12.5%,CC(=O)c1c(C)[nH]c(C(=O)OCC(=O)NCCc2ccc(F)cc2)c1C
-14.8%,CCOC(=O)C1=C(Nc2cccc(Cl)c2)OCC1=O
-0.8%,CC(C)OC(=O)c1cccnc1SCC(=O)N(C)c1ccccc1
-10.8%,Cc1ccc(CC(=O)OCC(=O)NC2CCCC(C)C2C)cc1C (centres undefined)
-1.8%,CCn1c2ccccc2c2nnc(SC)nc21
-2.0%,COc1ccc(-c2nnc(SCC(=O)Nc3ccc4c(c3)OCCO4)n2N)cc1OC
-2.0%,NC1=NC(=O)/C(=C\c2cc(Br)ccc2OCc2ccccc2F)S1
-7.6%,COCCN1CN=C(Nc2nc3ccccc3s2)NC1
-1.0%,CCn1c(SCC(=O)c2ccccc2)nnc1-c1ccoc1C
-17.5%,O=C(Nc1ccccc1)c1ccccc1NC(=O)C(c1ccccc1)c1ccccc1
-4.5%,CCC(=O)Nc1ccc(C(=O)N/N=C/c2ccccc2[N+](=O)[O-])cc1
-1.4%,COCCCNC(=O)CN1CCN(Cc2ccc(Cl)cc2)C1=O
-6.6%,CCN(CC)Cc1c(O)ccc2c(C)c(CC(=O)OC)c(=O)oc12
-5.7%&-4.0%,C=C1CSc2nc(=O)c3c4c(sc3n21)CCC4
-0.4%,Cc1ccc(Nc2nc(C(=O)NCc3ccco3)cs2)cc1
-0.7%,CN(CC(=O)NCc1cccs1)S(=O)(=O)c1cccc2nsnc12
-8.2%,CCSc1ncnc2c(C#N)c3n(c12)CCCCC3
-8.1%,COc1ccccc1N1CCN(CC(O)COc2ccc3c(c2)CCC3)CC1 (centres undefined)
-17.5%,COc1cc(NC(=O)c2ccc3c(c2)OCO3)ccc1NC(=O)C(C)C
12.0%,CCOC(=O)C(Oc1ccc(=O)n(-c2ccccc2)n1)C(C)=O (centres undefined)
-2.5%,Nc1c(C(=O)NCc2ccccc2)nnn1Cc1cccc(Cl)c1
-8.1%,CCN(CC)C(=O)c1sc(N)c(C#N)c1C
-15.0%,Cc1ccccc1CC1S/C(=N\N=C\c2ccc(N(C)C)cc2)NC1=O (centres undefined)
-3.6%,CC(C)(C)C1CCC2(CC1)NC(CO)(CO)CO2 (centres undefined)
2.6%,O=C1c2ccccc2C(O)N1Cc1ccc2c(c1)OCO2 (centres undefined)
-6.3%,COc1cc(NC(=O)C2CCC(CNc3c(N4CCC(C)CC4)c(=O)c3=O)CC2)cc(OC)c1 (centres undefined)
-8.2%,Cc1nc2sc(C(c3ccco3)N3CCN(c4ccccc4F)CC3)c(O)n2n1 (centres undefined)
-11.0%,Cn1c(C(F)(F)F)nc2c(=O)oc3ccccc3c21
0.9%,O=C(CCN1C(=O)/C(=C/c2cccs2)SC1=S)Nc1ccc(F)cc1
-2.5%,CCOC(=O)c1sc(NC(=O)c2ccc(Cl)cc2Cl)nc1C
-5.7%,CCn1c(SCC(=O)NCCc2ccccc2)nnc1-c1ccco1
-4.5%,Cc1ccc(CC(=O)NC(C)CCc2ccccc2)cc1 (centres undefined)
-6.9%,CC(=O)c1ccc(NC(=O)/C(=C\c2ccccc2)NC(=O)/C=C/c2ccccc2)cc1
-7.9%,C/C(=C/C=N/Nc1nc(N2CCCCC2)nc(N2CCCCC2)n1)c1ccccc1
-9.2%,Cc1ccccc1OCC(=O)Nc1ccc2c(c1)Cc1ccccc1-2
